Compound activity from PubChem BioAssay.
SUMO1 PPI mod: modulators of SUMO1 protein-protein interactions, primary screen, biochemical, uHTS; Small ubiquitin-related modifier 1 (Homo sapiens), P63165; 0.33% of 360,000 active; inhibition, % at 20 µM; SUMO1 binding to a labelled peptide, TR-FRET, 1 h; in the data active = inhibition above about 37%
MsrA act: bovine MsrA enzyme activators, primary screen, biochemical, absorbance, HTS. Methionine sulfoxide reductase A (Bos taurus). purified bovine MsrA, absorbance read-out. activation, % at 10.6 µM. 0.3% of 360,000 active; in the data active = activation above about 7.5%;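 also: 0% = vehicle and 100% = reference activator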
Tb MetRS inh: T. brucei MetRS inhibitors, primary screen, biochemical, luminescence; methionyl-tRNA synthetase (Trypanosoma brucei brucei); purified T. brucei MetRS, ATP depletion, Kinase-Glo luminescence; inhibition, % at 11.9 µM; 0.4% of 360,000 active;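 active = inhibition above a per-plate cutoff of the control wells' mean inhibition plus 3 SD, cut at about 5.5% in these data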;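 also: 0% = DMSO wells median and 100% = median of wells with control inhibitor compound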
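Test system: purified T. brucei MetRS enzyme. Also added: ATP, methionine and E. coli bulk tRNA substrates. Compound: 11.9 µM single point. Schedule: 15 min enzyme-compound preincubation, 2 h reaction, 10 min detection, 25 °C. Signal: luciferase luminescence of residual ATP, Kinase-Glo. Evaluation: percent inhibition versus plate control medians. Controls: DMSO wells, low control.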
CendR NRP1 mod: modulators of CendR peptide binding to NRP-1, primary screen, biochemical, fluorescence polarization, uHTS | Neuropilin-1 (Homo sapiens), O14786 | inhibition, % at 25 µM | AID 602438, 2012 | 0.85% of 360,000 active | FAM-RPARPAR peptide binding to NRP-1;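 active = inhibition or corrected inhibition above about 18%, plus a signal ratio from 0.5 to 1.5, limit read from the data, passing the limit was not always enough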; also: strong numbers were not always called active
E coli Lon inh: inhibitors of E. coli Lon protease, primary screen, biochemical, fluorescence polarization. P0A9M0. purified E. coli Lon protease. inhibition, % at 7.94 µM. 0.42% of 360,000 active. AID 602123, 2011; in the data active = inhibition above about 13%, passing the limit was not always enough;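 also: 0% = enzyme with probe and DMSO and 100% = no enzyme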
LMPTP block: LMPTP phosphatase inhibitors, primary screen, biochemical, fluorescence intensity, uHTS. Low molecular weight phosphotyrosine protein phosphatase (Homo sapiens), P24666. recombinant LMPTP-A, OMFP fluorogenic substrate. inhibition, % at 20 µM. 0.22% of 360,000 active;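 active = compounds that cut the enzyme signal by at least half of the control window in the single-dose screen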;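 also: plate controls were DMSO wells with enzyme plus substrate for no effect and substrate without enzyme for full effect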
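Test system: LMPTP-A phosphatase enzyme; input: 0.625 nM LMPTP-A final; reagent: OMFP substrate, 400 µM final; compound dosing: 20 µM single dose, 3% DMSO; incubation: 50 min dark incubation at room temperature; measured by: endpoint fluorescence intensity from OMFP dephosphorylation; measure: % inhibition relative to no-enzyme and uninhibited control wells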
STEP inh: STEP phosphatase inhibitors, primary screen, biochemical, fluorescence intensity, uHTS; 0.25% of 360,000 active; recombinant STEP, OMFP fluorogenic substrate; inhibition, % at 20 µM; Tyrosine-protein phosphatase non-receptor type 5 (Homo sapiens), P54829;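 active = inhibition at 20 µM, scaled per plate between control wells, above about 37%, limit read from the data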;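 also: 0% = DMSO with enzyme and substrate and 100% = substrate only without enzyme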
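medium = Bis-Tris buffer pH 6.0, 2.5 mM DTT, 0.005% Tween 20 | test system = STEP (striatal-enriched tyrosine phosphatase) enzyme, cell-free | measure = normalized % inhibition | compound dosing = 20 µM, 1% DMSO | also added = 25 µM OMFP | schedule = reaction 20 min, ambient temperature | measured by = fluorescence read at 480 nm ex / 540 nm em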
MsrA inh: bovine MsrA enzyme inhibitors, primary screen, biochemical, absorbance, HTS | Methionine sulfoxide reductase A (Bos taurus) | purified bovine MsrA, absorbance read-out | inhibition, % at 15.5 µM | 0.75% of 360,000 active | AID 651718, 2012; in the data active = inhibition above about 4.5%;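 also: 0% = vehicle wells with enzyme and 100% = reference inhibitor wells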
DNMT1 inh: human DNMT1 methyltransferase inhibitors, primary screen, biochemical, molecular beacon, fluorescence, HinP1I cleavage, uHTS. DNA (cytosine-5)-methyltransferase 1 (Homo sapiens), P26358. inhibition (reported as % activation of signal), % at 10 µM. 0.83% of 360,000 active. AID 588458, 2011; in the data active = inhibition above about 50%
Target sequence (P26358 504-1616 limits assumed): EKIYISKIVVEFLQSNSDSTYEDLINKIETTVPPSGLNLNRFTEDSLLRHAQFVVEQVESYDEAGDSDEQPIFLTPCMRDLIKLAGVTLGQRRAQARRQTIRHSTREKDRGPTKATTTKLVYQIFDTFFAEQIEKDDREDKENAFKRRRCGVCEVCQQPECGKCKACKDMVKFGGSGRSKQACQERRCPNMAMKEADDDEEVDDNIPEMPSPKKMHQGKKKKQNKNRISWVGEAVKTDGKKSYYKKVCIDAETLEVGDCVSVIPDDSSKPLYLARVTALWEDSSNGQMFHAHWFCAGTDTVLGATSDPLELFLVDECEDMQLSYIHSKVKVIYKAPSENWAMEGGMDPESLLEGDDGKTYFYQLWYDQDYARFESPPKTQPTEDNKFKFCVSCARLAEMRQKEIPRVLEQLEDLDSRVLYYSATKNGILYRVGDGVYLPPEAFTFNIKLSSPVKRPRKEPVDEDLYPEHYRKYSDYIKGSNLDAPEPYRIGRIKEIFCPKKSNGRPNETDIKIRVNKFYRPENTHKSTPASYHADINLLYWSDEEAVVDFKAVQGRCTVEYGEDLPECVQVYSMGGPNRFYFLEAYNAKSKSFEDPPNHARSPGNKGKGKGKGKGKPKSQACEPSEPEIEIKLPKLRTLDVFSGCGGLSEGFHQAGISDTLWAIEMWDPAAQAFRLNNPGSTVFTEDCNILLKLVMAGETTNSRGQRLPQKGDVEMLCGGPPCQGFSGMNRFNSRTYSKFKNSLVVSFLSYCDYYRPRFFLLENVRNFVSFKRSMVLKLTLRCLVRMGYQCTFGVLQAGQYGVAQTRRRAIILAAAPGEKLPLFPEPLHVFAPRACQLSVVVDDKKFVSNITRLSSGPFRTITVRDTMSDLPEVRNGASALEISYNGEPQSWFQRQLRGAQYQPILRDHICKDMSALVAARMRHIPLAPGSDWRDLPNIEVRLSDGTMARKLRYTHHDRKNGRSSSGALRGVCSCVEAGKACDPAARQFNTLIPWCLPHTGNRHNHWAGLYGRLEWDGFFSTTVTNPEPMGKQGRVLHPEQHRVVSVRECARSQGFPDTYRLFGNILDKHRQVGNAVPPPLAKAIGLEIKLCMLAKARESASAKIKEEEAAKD
Scp-1 inhibitor: Scp-1 phosphatase inhibitors, primary screen, biochemical, colorimetric, uHTS. Recombinant Scp1, phosphopeptide, malachite green phosphate absorbance. 0.88% of 340,000 active. AID 493091, 2011. inhibition, % at 20 µM;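 active = inhibition above about 50% at 20 µM, limit read from the data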;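 also: plate controls were DMSO wells with enzyme for no effect and wells lacking enzyme for full effect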
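Assay system: SCP-1 catalytic fragment, aa 76-261 | Buffer or medium: Tris acetate buffer pH 5.5 with MgCl2 and Tween-20 | Compound: One concentration, 20 µM, with 1.0% DMSO | Also added: Phospho 17-mer peptide substrate | Signal: Absorbance at 630 nm | Incubation: 45 min enzyme reaction at room temperature | Measure: % inhibition of SCP-1 phosphate liberation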
* = called active by the depositor.

`CC(=O)N1c2ccc(S(=O)(=O)NCC3CCC(C(=O)N4CCC(C)CC4)CC3)cc2CC1C` (stereo not drawn) gave SUMO1 PPI mod -8, MsrA act -3, Tb MetRS inh -0.8, CendR NRP1 mod -1, E coli Lon inh -5, LMPTP block -0.7, STEP inh -2, MsrA inh 2.8, DNMT1 inh 0 and Scp-1 inhibitor -8.
Screening O=C(NC1=NCCS1)c1cccc(N2C(=O)c3ccccc3C2=O)c1 returned SUMO1 PPI mod -12, MsrA act -7, Tb MetRS inh -0.2, CendR NRP1 mod 14, E coli Lon inh 0, LMPTP block 1.1, STEP inh -2, MsrA inh 0.3, DNMT1 inh -1 and Scp-1 inhibitor -1.
Screening COC(=O)c1ccc(COc2ccccc2/C=C(\C#N)C(=O)NC(C)C)cc1 returned SUMO1 PPI mod -4, MsrA act -5, Tb MetRS inh 0.0, CendR NRP1 mod -16, E coli Lon inh -3, LMPTP block -1.3, STEP inh -9, MsrA inh 1.8, DNMT1 inh 1 and Scp-1 inhibitor -4.
Screening COCC(=O)NC1CCN(S(=O)(=O)c2ccc(C(=O)O)cc2)CC1 returned SUMO1 PPI mod 1, MsrA act -1, Tb MetRS inh 0.6, CendR NRP1 mod 2, E coli Lon inh -1, LMPTP block -1.7, STEP inh 2, MsrA inh 0.4, DNMT1 inh -3 and Scp-1 inhibitor -7.
`Cc1cc(C)c(C#N)c(SCC(=O)Nc2ccc3c(c2)OCO3)n1` gave SUMO1 PPI mod -4, MsrA act -9, Tb MetRS inh -1.0, CendR NRP1 mod -1, E coli Lon inh 5, LMPTP block -1.3, STEP inh 0, MsrA inh -0.3, DNMT1 inh -1 and Scp-1 inhibitor -5.
Nc1nc2ncccn2c1-c1ccccc1 was read as SUMO1 PPI mod -13, Tb MetRS inh -1.0, CendR NRP1 mod 4, LMPTP block -1.2 and MsrA inh 0.8.
NS(=O)(=O)c1cc(C(=O)OCC(=O)c2ccccc2)c(Cl)cc1Cl was read as SUMO1 PPI mod 0, MsrA act -5, Tb MetRS inh -0.4, CendR NRP1 mod -2, E coli Lon inh -2, LMPTP block -0.4, STEP inh -2, MsrA inh -0.3, DNMT1 inh 0 and Scp-1 inhibitor -5.
Screening CC(=O)Nc1ccc(NS(=O)(=O)c2ccccc2)c2ccccc12 returned SUMO1 PPI mod -9, MsrA act -2, Tb MetRS inh -0.7, CendR NRP1 mod 8, E coli Lon inh 3, LMPTP block -1.9, STEP inh 1, MsrA inh 1.1, DNMT1 inh 4 and Scp-1 inhibitor -6.
For CCCn1c(=O)c2c(c3ccccc31)OCC(=O)N2 the results were SUMO1 PPI mod -1, MsrA act -1, Tb MetRS inh -1.0, CendR NRP1 mod 10, E coli Lon inh -10, LMPTP block -1.9, STEP inh 0, MsrA inh 0.1, DNMT1 inh 2 and Scp-1 inhibitor 4.
`O=C(CCc1nc2ccccc2c(=O)[nH]1)OCC(=O)c1ccc(C2CCCCC2)cc1` gave SUMO1 PPI mod 13, MsrA act -2, Tb MetRS inh 0.5, CendR NRP1 mod -10, E coli Lon inh 10, LMPTP block -0.6, STEP inh 2, MsrA inh 0.4, DNMT1 inh 33 and Scp-1 inhibitor 2.
`N#Cc1c(NC(NC(=O)c2ccco2)C(=O)c2ccccc2)sc2c1CCCC2` (stereo not drawn) gave SUMO1 PPI mod 1, MsrA act 0, Tb MetRS inh -0.2, CendR NRP1 mod -26, E coli Lon inh 0, LMPTP block 1.6, STEP inh 6, MsrA inh -0.3, DNMT1 inh -24 and Scp-1 inhibitor -7.
Screening CC1=C/C(=C(/c2cc(C)c(O)c(Br)c2)c2ccccc2S(=O)(=O)O)C=C(Br)C1=O returned SUMO1 PPI mod 36, MsrA act -2, Tb MetRS inh -1.4, CendR NRP1 mod 40*, E coli Lon inh 20, LMPTP block 7.4, STEP inh 5, MsrA inh 0.8, DNMT1 inh -4 and Scp-1 inhibitor 6.
`CC(C)c1cccc(C(C)C)c1NC(=O)CCl` gave SUMO1 PPI mod 0, MsrA act -7, Tb MetRS inh -0.2, CendR NRP1 mod 4, E coli Lon inh -3, LMPTP block -0.8, STEP inh -2, MsrA inh 0.9, DNMT1 inh 0 and Scp-1 inhibitor 4.
For Cc1ccccc1C(=O)NC1CCSC1=O (stereo not drawn) the results were SUMO1 PPI mod -5, MsrA act -3, Tb MetRS inh -0.6, CendR NRP1 mod -2, E coli Lon inh 6, LMPTP block 0.4, STEP inh 4, MsrA inh -1.3, DNMT1 inh 4 and Scp-1 inhibitor 64*.
CCc1ccccc1NC(=O)Cn1nnc(-c2cccs2)n1 was read as SUMO1 PPI mod 9, MsrA act -7, Tb MetRS inh -0.5, CendR NRP1 mod 11, E coli Lon inh -18, LMPTP block -0.6, STEP inh -4, MsrA inh 0.9, DNMT1 inh 10 and Scp-1 inhibitor -5.
For O=C(O)C1CCCCC1C(=O)NCc1ccncc1 (stereo not drawn) the results were SUMO1 PPI mod 0, MsrA act -4, Tb MetRS inh -0.4, CendR NRP1 mod 8, E coli Lon inh -7, LMPTP block -0.7, STEP inh 0, MsrA inh 0.3, DNMT1 inh 0 and Scp-1 inhibitor -9.
Screening C=CCn1c(SCC(=O)Nc2ccc(C)cc2C)nnc1-c1cccnc1 returned SUMO1 PPI mod -2, MsrA act -2, Tb MetRS inh -0.6, CendR NRP1 mod 9, E coli Lon inh -4, LMPTP block -0.5, STEP inh -5, MsrA inh -0.7, DNMT1 inh -1 and Scp-1 inhibitor 0.
`COc1ccc(N2CCN(C(=O)CCNS(=O)(=O)c3ccc4c(c3)CCC(=O)N4)CC2)cc1` gave SUMO1 PPI mod -2, MsrA act -4, Tb MetRS inh -0.6, CendR NRP1 mod 7, E coli Lon inh -2, LMPTP block -1.8, STEP inh 2, MsrA inh -0.3, DNMT1 inh -2 and Scp-1 inhibitor -3.
Screening CCOC(=O)C1=C(C)n2c(s/c(=C3\C(=O)Nc4ccccc43)c2=O)=NC1c1ccc(OC)cc1 (stereo not drawn) returned SUMO1 PPI mod -7, MsrA act -3, Tb MetRS inh 0.3, CendR NRP1 mod -2, E coli Lon inh -10, LMPTP block 1.2, STEP inh -1, MsrA inh 1.7, DNMT1 inh -11 and Scp-1 inhibitor -12.
For Cn1nc(C(F)(F)F)c(/C=N/OC(=O)c2ccccc2)c1Sc1ccc(Cl)cc1 the results were SUMO1 PPI mod 0, MsrA act 0, Tb MetRS inh 0.3, CendR NRP1 mod 9, E coli Lon inh -4, LMPTP block 3.8, STEP inh 10, MsrA inh 0.4, DNMT1 inh -3 and Scp-1 inhibitor -5.
O=CC(=Cc1ccccc1)c1ccccc1 was read as SUMO1 PPI mod -17, MsrA act -2, Tb MetRS inh -0.1, CendR NRP1 mod 1, E coli Lon inh 1, LMPTP block -1.0, STEP inh 1, MsrA inh 1.2 and DNMT1 inh 3.
Screening O=Cc1s/c(=N\S(=O)(=O)c2ccccc2)n(CCCCl)c1Cl returned SUMO1 PPI mod -17, MsrA act -5, Tb MetRS inh -0.4, CendR NRP1 mod -23, E coli Lon inh -33, LMPTP block -2.3, STEP inh 2, MsrA inh 1.5, DNMT1 inh 0 and Scp-1 inhibitor -5.
For Cc1nn(CC(=O)N2CCCCC2)c(=O)c2nn(-c3ccccc3)c(C)c12 the results were SUMO1 PPI mod -3, MsrA act -2, Tb MetRS inh -0.5, CendR NRP1 mod -6, E coli Lon inh 4, LMPTP block -0.7, STEP inh 0, MsrA inh -0.3, DNMT1 inh -2 and Scp-1 inhibitor 1.
Screening O=C(Nc1ccccc1Cl)c1ccc(COc2ccc3c(c2)CCC3)cc1 returned SUMO1 PPI mod 1, MsrA act -6, Tb MetRS inh -0.4, CendR NRP1 mod 4, E coli Lon inh 2, LMPTP block 0.2, STEP inh 1, MsrA inh 0.8, DNMT1 inh 7 and Scp-1 inhibitor -3.
Screening COc1ccc(OC)c(C2C(C(=O)c3cccs3)=C(O)C(=O)N2c2cc(C)on2)c1 (stereo not drawn) returned SUMO1 PPI mod -13, MsrA act -2, Tb MetRS inh 0.0, CendR NRP1 mod -1, E coli Lon inh -2, LMPTP block 0.0, STEP inh 4, MsrA inh 1.9, DNMT1 inh -1 and Scp-1 inhibitor -5.
Screening COC(=O)Cc1[nH]n(-c2nc3ccccc3s2)c(=O)c1C(C)=Nc1ccc(OC)cc1 returned SUMO1 PPI mod 0, MsrA act -3, Tb MetRS inh -0.2, CendR NRP1 mod -11, E coli Lon inh 0, LMPTP block -1.6, STEP inh -5, MsrA inh -0.4, DNMT1 inh 35 and Scp-1 inhibitor -4.
For Clc1ncn(C23CC4CC(CC(C4)C2)C3)n1 the results were SUMO1 PPI mod 0, MsrA act -4, Tb MetRS inh -0.1, CendR NRP1 mod -7, E coli Lon inh -4, LMPTP block -0.6, STEP inh -1, MsrA inh 1.1, DNMT1 inh 0 and Scp-1 inhibitor -11.
`CCn1nc(C)cc1C(=O)OCC(=O)c1ccc(Cl)cc1` gave SUMO1 PPI mod 5, MsrA act -3, Tb MetRS inh -0.2, CendR NRP1 mod 18, E coli Lon inh -4, LMPTP block 1.9, STEP inh 0, MsrA inh 1.3, DNMT1 inh 0 and Scp-1 inhibitor -5.
For Cc1cc(C)n2nc(C(=O)OCC(=O)N(C)CC(=O)Nc3ccccc3Cl)nc2n1 the results were SUMO1 PPI mod 3, MsrA act -2, Tb MetRS inh -0.3, CendR NRP1 mod 6, E coli Lon inh -3, LMPTP block -0.2, STEP inh -3, MsrA inh -0.9, DNMT1 inh 2 and Scp-1 inhibitor -9.
O=C(Nc1cccc(C(F)(F)F)c1)c1csc(COCCO)n1 was read as SUMO1 PPI mod 3, MsrA act -5, Tb MetRS inh -0.3, CendR NRP1 mod 4, E coli Lon inh -3, LMPTP block -0.7, STEP inh -3, MsrA inh 0.4 and DNMT1 inh 2.
